sEH act: soluble epoxide hydrolase activators, primary screen, biochemical, human sEH; purified human sEH enzymatic activity, activator screen; activation, % at 2 µM; actives 0.04% (n = 91,000); Bifunctional epoxide hydrolase 2 (Homo sapiens), P34913; AID 717, 2007; in the data active = activation above about 37%; note: values of inactives mirror those of a sister screen read the other way
Target sequence (P34913 whole entry, looked up): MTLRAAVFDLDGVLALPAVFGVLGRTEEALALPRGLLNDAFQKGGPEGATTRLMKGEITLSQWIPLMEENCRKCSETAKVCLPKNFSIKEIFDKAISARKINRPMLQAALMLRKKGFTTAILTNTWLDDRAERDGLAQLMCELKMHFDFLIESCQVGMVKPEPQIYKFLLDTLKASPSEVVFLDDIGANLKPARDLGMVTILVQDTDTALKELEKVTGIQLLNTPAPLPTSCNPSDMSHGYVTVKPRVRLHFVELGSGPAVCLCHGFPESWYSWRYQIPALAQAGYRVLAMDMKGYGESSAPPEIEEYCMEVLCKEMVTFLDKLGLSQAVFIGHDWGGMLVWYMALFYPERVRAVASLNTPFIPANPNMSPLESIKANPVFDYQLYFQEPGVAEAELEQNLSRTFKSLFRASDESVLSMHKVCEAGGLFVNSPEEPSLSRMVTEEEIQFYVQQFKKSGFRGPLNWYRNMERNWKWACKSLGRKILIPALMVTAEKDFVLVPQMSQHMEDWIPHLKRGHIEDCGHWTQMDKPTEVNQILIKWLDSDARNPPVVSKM
ERa SRC1 inh: ERα–SRC-1 coactivator interaction inhibitors, primary screen, biochemical, TR-FRET, ERα LBD, estradiol-bound; actives 1.7% (n = 86,000); AID 629, 2007; inhibition, % at 25.6 µM; TR-FRET ER-alpha LBD / SRC-1 peptide; in the data active = inhibition above about 50%;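 note: 0% = receptor plus peptide control and 100% = peptide only without receptor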
HUVEC prolif 384: inhibitors of HUVEC proliferation, primary screen, cell-based, 384-well. CellTiter-Glo luminescence, 72 h; stronger effect = lower value. viability, % at 10 µM (by protocol). actives 1.1% (n = 86,000). AID 648, 2007;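 active = viability at or below 30%; inactive = viability above 30%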;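 note: 100% = median luminescence of DMSO-only cell control wells on each plate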
ERb coact inh: inhibitors of ERβ-SRC1 coactivator interaction, primary screen, biochemical, TR-FRET, ERβ LBD, SRC-1 peptide | Estrogen receptor beta (Homo sapiens), Q92731 | TR-FRET ER-beta LBD / SRC1-Cy5 peptide binding; receptor agonist-loaded with 1 µM estradiol | inhibition, % at 25.6 µM | actives 1.3% (n = 86,000) | AID 633, 2007;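 active = compounds whose percent inhibition of the receptor-coactivator binding signal exceeds about 50% in the single-dose screen, limit read from the data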;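 note: 0% = receptor plus peptide wells without compound and 100% = peptide-only wells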
H69AR growth 86K: proliferation blockers of H69AR lung cancer cells, primary screen, cell-based, human, 86K library | H69AR lung tumor viability, ATP luminescence, 72 h; stronger effect = lower value | viability, % at 10 µM | actives 6% (n = 85,000);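 active = viability at or below 40%; inactive = viability above 40%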;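 note: multidrug resistant small cell line overexpressing MRP-1 efflux transporter; 100% = mean luminescence of untreated control wells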
Candida biofilm: clotrimazole potentiators killing Candida biofilms, primary screen, with clotrimazole, Alamar Blue | C. albicans biofilm + clotrimazole | inhibition, % at 6 µM | actives 0.14% (n = 85,000);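 active = inhibition above 20%; inactive = inhibition below 20%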;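 note: preformed 24 hr biofilms exposed to compound for 48 hr; 0% = biofilm without compound and 100% = blank killed by clotrimazole plus chlorhexidine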
Smad3 inh: Smad3/FoxH1 peptide binding inhibitors, primary screen, biochemical, TR-FRET; TR-FRET Smad3/Dy647-FoxH1 peptide binding, europium anti-His; inhibition, % at 25 µM; actives 0.29% (n = 88,000);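 active = compounds that reduce the energy-transfer binding signal between the protein and its labelled peptide by more than half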;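 note: 0% = Smad3 plus labelled peptide maximal FRET and 100% = peptide-only background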
Target sequence (P84022 whole entry, looked up): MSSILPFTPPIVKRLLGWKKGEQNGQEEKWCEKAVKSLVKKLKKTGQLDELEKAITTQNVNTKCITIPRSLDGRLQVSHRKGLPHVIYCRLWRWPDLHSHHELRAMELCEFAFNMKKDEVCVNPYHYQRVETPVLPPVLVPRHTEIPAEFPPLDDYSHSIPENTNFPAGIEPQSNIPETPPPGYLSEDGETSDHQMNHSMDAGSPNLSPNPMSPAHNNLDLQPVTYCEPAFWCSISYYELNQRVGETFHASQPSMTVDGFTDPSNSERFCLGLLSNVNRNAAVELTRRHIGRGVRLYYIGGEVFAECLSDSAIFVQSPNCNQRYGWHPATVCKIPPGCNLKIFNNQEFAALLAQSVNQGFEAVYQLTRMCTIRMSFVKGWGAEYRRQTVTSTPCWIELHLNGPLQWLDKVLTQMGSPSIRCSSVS
Fibroblast inh: antiproliferative effect on LL 47 fibroblasts – human, LL 47 cells, CellTiter-Glo luminescence, primary screen. actives 1.1% (n = 85,000). LL 47 human lung fibroblast viability, ATP luminescence; stronger effect = lower value. viability, % at 10 µM;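 active = viability at or below 50% in the single dose screen; inactive = viability above 50%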;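 note: compound exposure lasted 72 h before the ATP readout; 100% = median luminescence of untreated cell-only wells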
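Test system: LL 47 human lung fibroblasts; Quantity: 1,150 cells/well; Buffer or medium: IMEM plus 15% FBS; Dosing: tenfold compound dosing solution, DMSO at 0.1%; Timing: overnight cell rest, 72 h compound treatment at 37 °C; Detection: ATP-based CellTiter-Glo luminescent readout; Read-out basis: viability percentage against median untreated-cell control; Controls: cell-only wells, no compound.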
ERa coact pot: enhancers of ERα–SRC-1 coactivator binding, primary screen, biochemical, TR-FRET, ERα LBD, low estradiol; actives 1.3% (n = 86,000); TR-FRET ERalpha-LBD/SRC-Cy5 coactivator binding, 2 h; 100 = basal binding, no effect; coactivator binding (% of control), % at 25.6 µM; in the data active = activity above about 200%;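 note: binding measured in presence of low estradiol as agonist stimulus; 0% = peptide alone without receptor and 100% = receptor with peptide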
The depositor's hits bear a star; / = no result given; [ ] = dose if it differs, or a comment.

mol	sEH act	ERa SRC1 inh	HUVEC prolif 384	ERb coact inh	H69AR growth 86K	Candida biofilm	Smad3 inh	Fibroblast inh	ERa coact pot
CCCCNC(=O)C1CCCN1C(=O)Nc1ccccc1 (stereo not drawn)	-5	-7	95	-7	84	5	16	96	115
CCN(CC)c1ccc(NC(=O)c2ccc(NC(=O)C3CCCO3)cc2)c(C)c1 (stereo not drawn)	/	5[fluorescence artefact?]	88	4	89	2	2	102	82
CCOC(=O)c1ccc(CNC(=O)C(Cc2c[nH]c3ccccc23)NC(C)=O)o1 (stereo not drawn)	3	-7	110	-8[fluorescence artefact?]	99	4	0	111	119[fluorescence artefact?]
O=C(NCc1ccco1)C(c1ccc(F)cc1)N(Cc1cccnc1)C(=O)Cn1nnc2ccccc21 (stereo not drawn)	10	-5	98	-10	89	-3	0	102	111
CCOC(=O)c1c(C)[nH]c2ccc(O)cc12	/	8	87	7	94	11	-2	97	82
CC(C)NS(=O)(=O)c1ccc(NC(=O)CCc2ccccc2)cc1	6	-2	92	-31	99	3	3	104	101
CCOCCc1nnc(NC(=O)Cc2ccccc2)s1	6	1	86	-3	90	5	-3	101	88
O=C(Nc1ccccc1N1CCOCC1)c1ccc2ccccc2n1	-2	-10	94	3	65	-1	-23	93	69[fluorescence artefact?]
O=C(c1ccco1)N1CCN(S(=O)(=O)c2cccs2)CC1	0	-8	95	-5	88	6	3	96	97
Cc1ccc(OCC(=O)Nc2ccc(-c3nnc(-c4ccco4)o3)cc2)cc1	/	64*[fluorescence artefact?]	97	63*[fluorescence artefact?]	91	1	13	92	172[fluorescence artefact?]
Fc1ccc(-c2nnc3ccc(N4CCc5ccccc5C4)nn23)cc1	-10	25	72	39	42	9	-14	94	179
O=C(CSc1nnc(CNC(=O)c2cccs2)o1)NC1CCCCC1	-17	-12	91	19	98	6	3	95	102

Arranged by count of non-hydrogen atoms (ascending): part of the list above
mol	sEH act	ERa SRC1 inh	HUVEC prolif 384	ERb coact inh	H69AR growth 86K	Candida biofilm	Smad3 inh	Fibroblast inh	ERa coact pot
CCOC(=O)c1c(C)[nH]c2ccc(O)cc12	/	8	87	7	94	11	-2	97	82
CCOCCc1nnc(NC(=O)Cc2ccccc2)s1	6	1	86	-3	90	5	-3	101	88
O=C(c1ccco1)N1CCN(S(=O)(=O)c2cccs2)CC1	0	-8	95	-5	88	6	3	96	97
CC(C)NS(=O)(=O)c1ccc(NC(=O)CCc2ccccc2)cc1	6	-2	92	-31	99	3	3	104	101
O=C(Nc1ccccc1N1CCOCC1)c1ccc2ccccc2n1	-2	-10	94	3	65	-1	-23	93	69[fluorescence artefact?]
Fc1ccc(-c2nnc3ccc(N4CCc5ccccc5C4)nn23)cc1	-10	25	72	39	42	9	-14	94	179
Cc1ccc(OCC(=O)Nc2ccc(-c3nnc(-c4ccco4)o3)cc2)cc1	/	64*[fluorescence artefact?]	97	63*[fluorescence artefact?]	91	1	13	92	172[fluorescence artefact?]
CCN(CC)c1ccc(NC(=O)c2ccc(NC(=O)C3CCCO3)cc2)c(C)c1 (stereo not drawn)	/	5[fluorescence artefact?]	88	4	89	2	2	102	82
O=C(NCc1ccco1)C(c1ccc(F)cc1)N(Cc1cccnc1)C(=O)Cn1nnc2ccccc21 (stereo not drawn)	10	-5	98	-10	89	-3	0	102	111

Continued.
mol	sEH act	ERa SRC1 inh	HUVEC prolif 384	ERb coact inh	H69AR growth 86K	Candida biofilm	Smad3 inh	Fibroblast inh	ERa coact pot
Cn1c(CSc2nc3ccccc3s2)nnc1SCC(=O)NCc1cccnc1	-5	-7	95	1	81	3	-4	94	108
Cc1ccc(Cl)cc1NC(=O)CSC(N)=O	-10	-4	84	-4	7.6*	8	-2	105	72
O=C(Nc1ccc(OC(=O)c2ccncc2)cc1)c1ccncc1	-4	-7	94	-12	104	7	6	116	93
CCOC(=O)c1cc2c(=O)n3ccccc3nc2n(CCCOC)c1=NC(=O)c1cccnc1	2	-2	112	2	64	6	19	99	103
CCc1nnc(NC(=O)CSc2nnnn2C)s1	0	2	104	5	108	3	11	96	89
CCn1c(C(C)NC(C)=O)nc2ccccc21 (stereo not drawn)	10	0	95	-8	95	-3	2	101	103
COc1ccc(-n2ncc3c(=O)n(CC(=O)N4c5ccccc5CC4C)cnc32)cc1 (stereo not drawn)	-7	29[fluorescence artefact?]	102	41	85	7	-2	102	76
Cc1cccc(NC(=O)CN(C)S(=O)(=O)c2cccc3cccnc23)c1	/	2	101	1	91	13	1	105	128
O=C(O)/C=C/c1ccc2ccccc2n1	-5	-27	64	-17	53	1	3	90	106
O=c1cc(CSc2nnc(COc3ccc(Cl)cc3)o2)c2ccccc2[nH]1	1	9	91	1	79	4	-10	97	163[fluorescence artefact?]
Cc1ccc(-n2c(O)cnc2Nc2nc(C)cc(C)n2)cc1	2	6[fluorescence artefact?]	93	4	83	4	-11[fluorescence artefact?]	111	89
COc1cc2c(cc1NS(=O)(=O)N1CCCCC1)oc1ccccc12	7	-2	72	11	77	-3	7	103	95

The list continues.
mol	sEH act	ERa SRC1 inh	HUVEC prolif 384	ERb coact inh	H69AR growth 86K	Candida biofilm	Smad3 inh	Fibroblast inh	ERa coact pot
Cc1cc(C(=O)CSc2nnc(-c3cccnc3)n2-c2ccccc2F)c(C)n1CC1CCCO1 (stereo not drawn)	-13	10	114	-3	85	7	22[fluorescence artefact?]	96	85
CCOCC(=O)Nc1cc(-c2cn3cccnc3n2)ccc1C	10	3	95	-1	90	-3	10	103	108[fluorescence artefact?]
Cc1cc(C(=O)CSc2n[nH]c(N)n2)c(C)n1-c1ccc(F)cc1	-10	-13	94	-26	40*	6	-3	94	99
COCCSc1ccccc1C(=O)Nc1ccncc1	-4	-12	105	-6	96	7	6	106	105
Cc1cccc(-c2nnc3n2N=C(c2ccccc2)CS3)c1	0	2	97	-10	36*	5	6	91	122
Cc1cc2c(c(=O)n1CCc1ccccc1)C(C(C)C)C(C#N)=C(N)O2 (stereo not drawn)	/	13[fluorescence artefact?]	73	-4[fluorescence artefact?]	75	-2	1	99	110
CN(C)C(=O)CSc1nnc(-c2cnccn2)n1C	2	-7	98	-10[fluorescence artefact?]	91	-1	10	94	112[fluorescence artefact?]
CCOC(=O)N1CCN(Cc2nc(N)nc(Nc3ccc(C)cc3)n2)CC1	14	-6	87	-5	74	5	8	96	87
Cc1cc(C)nc(SCCn2c(N3CCC(C)CC3)nc3c2c(=O)n(C)c(=O)n3C)n1	/	-23	88	-30	80	7	-3	103	105[fluorescence artefact?]
O=C(CN1CCN(S(=O)(=O)c2ccccc2)CC1)Nc1cccc(C(F)(F)F)c1	-15	5	69	-3	50	4	-6	90	111
COc1ccc(CN2CCN(S(=O)(=O)c3ccccc3)CC2)c(OC)c1	1	0	90	14[fluorescence artefact?]	79	3	-3	98	90
CCCc1cc(=O)n2[nH]c(-c3ccc(Br)cc3)cc2n1	1	18	72	4	42	-7	0	84	124

Next compounds.
mol	sEH act	ERa SRC1 inh	HUVEC prolif 384	ERb coact inh	H69AR growth 86K	Candida biofilm	Smad3 inh	Fibroblast inh	ERa coact pot
Cc1noc(/C=C/N(C)C)c1S(=O)(=O)N1CCN(c2ccccc2)CC1	/	-6	44	0[fluorescence artefact?]	92	-7	-7	99	103
CCC(=O)N1CCc2cc(S(=O)(=O)NCCC(=O)N3CCN(Cc4ccccc4)CC3)ccc21	-5	-2	94	1	86	3	3[fluorescence artefact?]	95	99
O=C(COC(=O)C1CCN(S(=O)(=O)c2cc([N+](=O)[O-])ccc2Cl)CC1)Nc1ncc(Cl)cc1Cl	-20	78*[fluorescence artefact?]	87	80*[fluorescence artefact?]	65	9	27	94	18[fluorescence artefact?]
Nn1cnnc1SC1CCCCC1NS(=O)(=O)c1ccccc1 (stereo not drawn)	-4	2	102	-4	92	4	-15	102	100
Cc1nc(NCc2ccco2)c2c3c(sc2n1)CCC3	-13	41[fluorescence artefact?]	21*	49	47	-1	5	62	69[fluorescence artefact?]
CCOC(=O)C1CCCN(S(=O)(=O)c2ccc(OC)c3ccccc23)C1 (stereo not drawn)	-8	1	91	0	42	3	1	83	77
O=C(Nc1cc(=O)c2ccccc2o1)N1CCOCC1	/	-5	96	-6	82	7	-11	105	109
CC/C(O)=C(/C#N)c1nnc2n1CCCCC2	-4	30	98	-6	96	0	6	99	132
COc1ccc(OC)c(NC=C2C(=O)OC3(CCCCC3)OC2=O)c1	9	5	93	0	103	7	9	89	100
COc1ccccc1N1CCN(C(=O)c2cc(-c3ccc(Cl)cc3)on2)CC1	21	-2	104	-8	92	-3	9[fluorescence artefact?]	102	122
COc1ccc(NC(=O)c2cc3c(=O)n(C)c4ccccc4c3n2C)cc1OC	/	-3	54	5	97	8	-3	85	109
CCC(O)c1cc2c(cc1NC(=O)c1cccs1)OCCO2 (stereo not drawn)	0	19	102	25[fluorescence artefact?]	92	4	7	/	89

The listing continues.
mol	sEH act	ERa SRC1 inh	HUVEC prolif 384	ERb coact inh	H69AR growth 86K	Candida biofilm	Smad3 inh	Fibroblast inh	ERa coact pot
CCN1CCN(C(c2cccs2)C(C)NC(=O)c2ccccc2OC)CC1 (stereo not drawn)	/	-3	103	-11	91	5	4	94	128
CCN1CCN(S(=O)(=O)c2ccc3c(c2)OCCO3)CC1	-2	-8	90	-4	93	0	8	102	105
CC1CCN(S(=O)(=O)c2ccc(F)c(C(=O)O)c2)CC1	/	4	100	9	102	4	-13	95	114
Cc1c(Br)c(C(F)(F)F)nn1CC(=O)NCC1CCCO1 (stereo not drawn)	/	1	97	4[fluorescence artefact?]	90	8	-6	99	112
Cc1csc(NC(=O)CSc2nc(C(C)C)nc3c2c(=O)n(C)c(=O)n3C)n1	/	5	95	-4	65	2	4	87	86
CCOCCCNC(=O)C1CCC(CNS(=O)(=O)c2cccc3nsnc23)CC1 (stereo not drawn)	/	0	88	-1	70	1	-6	83	108

Screening results (PubChem)

Some of the compounds tested. The share of hits here may be higher or lower than overall.
